JMJD2A Tudor = inhibitors of human JMJD2A Tudor domain; Potency, µM (top dose mostly 114 µM), for inactives: at the top dose activity change, negative = inhibition, usual class: inhibitors; 4.4% of 390,000 active; AlphaScreen JMJD2A-Tudor / H3K4me3 peptide binding; O75164; note: potency is the fitted concentration of half-maximal effect; % is set by controls: 0 for no effect and ±100 for the full control effect; nearly all actives have a fitted effect of over 50% in size
GLS inh = blocks human kidney-isoform glutaminase activity. AID 624170. Potency, µM (titrated, usually from 45.5 µM), without a hit: top-dose activity change, negative = inhibition, hits mostly inhibitors. GLS enzymatic activity, qHTS titration. O94925. 0.21% of 410,000 active; note: potency is the fitted concentration of half-maximal effect; % is set by controls: 0 for no effect and ±100 for the full control effect
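Compounds were pin-transferred onto hKGA, after which L-glutamine (1 mM solution) and a detection mix of glutamate oxidase, HRP and Amplex Red were added. Initial and 30 min RT fluorescence reads were collected.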
Pin1 inh = human Pin1 inhibition; Q13526; Pin1 FP peptide displacement, HiFluor488, 10 min; Potency, µM (titrated, usually from 115 µM), without a hit: top-dose activity, negative = inhibition, most hits filed as inhibitors; 0.009% of 390,000 active; active = well fitted inhibition curve with a large enough effect in the polarisation, with a control signal flat, not every such curve was filed as active; inconclusive = small, poorly fitted or top-dose-only effect, or effect the other way, or a change in a side signal; inactive = no such curve, though single readings can be large or run the other way; the % refers to the polarisation; note: potency is the fitted concentration of half-maximal effect; % is set by controls: 0 for no effect and ±100 for the full control effect
Target sequence (Q13526 whole entry, looked up): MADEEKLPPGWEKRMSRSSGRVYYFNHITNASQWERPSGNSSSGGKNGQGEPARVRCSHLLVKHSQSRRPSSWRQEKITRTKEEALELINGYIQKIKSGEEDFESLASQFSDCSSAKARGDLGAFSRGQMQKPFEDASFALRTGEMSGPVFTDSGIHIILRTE
HP1b chromo inh = HP1-beta chromodomain-methylated histone interaction inhibition; Potency, µM (top dose mostly 114 µM), for the others: at the top dose activity change, negative = inhibition, actives largely listed as inhibitors; P83916; 0.56% of 390,000 active; AlphaScreen HP1-beta / biotin-H3K9me3 peptide binding; AID 540317; note: potency is the fitted concentration of half-maximal effect; nearly all actives have a fitted effect of over 70% in size; inactives centre near 23
Target sequence (P83916 whole entry, looked up): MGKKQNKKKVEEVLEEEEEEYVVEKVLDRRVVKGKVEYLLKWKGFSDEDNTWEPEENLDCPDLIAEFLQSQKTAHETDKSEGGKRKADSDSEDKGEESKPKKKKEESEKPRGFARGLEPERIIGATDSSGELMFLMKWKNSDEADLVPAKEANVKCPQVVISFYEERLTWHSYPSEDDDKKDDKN
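Compound inhibition of the preformed complex between 50 nM HP1-beta and 50 nM biotinylated H3K9me3 peptide was read by AlphaScreen. Buffer was PBS pH 7.4 with 0.01% Tween-20. Incubations ran 30 min at room temperature, with 10 ug/mL donor/acceptor beads.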
Tb PGK inh = T. brucei PGK inhibition. PGK/GAPDH coupled, Kinase-Glo luminescence, 60 min. Potency, µM (doses to about 57.5 µM), for the others: at the top dose activity change, negative = inhibition, hits mostly inhibitors. 0.043% of 380,000 active. AID 602233; note: potency is the fitted concentration of half-maximal effect; % is set by controls: 0 for no effect and ±100 for the full control effect; nearly all actives have a fitted effect of over 60% in size
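Luminescent ATP detection (Kinase-Glo Plus) follows a 60-minute room-temperature incubation, with wells lacking PGK as controls. Buffer: 100 mM TEA (pH 7.6), 5 mM MgCl2, 0.01% Tween-20. Coupling enzyme GAPDH (100 nM final) supplies unstable 1,3-BPG in-well.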
PI4K2A block = PI4K2A (human) kinase inhibition; purified PI4K2A, ADP-Glo luminescence, 1 h; active compounds read low; activity change, negative = inhibition, % at 76.9 µM; 0.13% of 420,000 active; in the data active = activity change below about -50%; inconclusive = mostly about -30% to -49%;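 note: -100% = wells without enzyme as full effect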
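ADP-Glo luminescence measured ADP generated by PI4K2A enzyme (4 ug/mL before mixing) with 1.2 mM PI substrate (pre-mix) and 300 microM ATP (pre-mix). Tris pH7.5 buffer with MgCl2, Triton X-100; 1 h reaction at ambient temperature.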
BAZ2B inh = BAZ2B (human) inhibition; Q9UIF8; AlphaScreen BAZ2B-H3K14Ac peptide displacement; Potency, µM (doses to about 114 µM), for the others: top-dose activity change, negative = inhibition, hits mostly inhibitors; 4.4% of 360,000 active; note: potency is the fitted concentration of half-maximal effect; % is set by controls: 0 for no effect and ±100 for the full control effect; nearly all actives have a fitted effect of over 60% in size
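Protein-peptide AlphaScreen: BAZ2B 50 nM, b-H3K14Ac 50 nM, 1x PBS pH 7.4 + 0.01% Tween-20. Preincubation 30 min RT; cpd 30 min RT (top 110 uM); beads 20 min RT, light-protected.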
G9a inh = blocks human histone lysine methyltransferase G9a. Q96KQ7. AID 504332. 8.8% of 350,000 active. G9a H3K9 monomethylation, AlphaScreen, 2 h. Potency, µM (series often up to 102 µM), without a hit: at the top dose activity, negative = inhibition, usual class: inhibitors; note: potency is the fitted concentration of half-maximal effect; % is set by controls: 0 for no effect and ±100 for the full control effect; nearly all actives have a fitted effect of over 75% in size
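Chemiluminescent proximity detection of H3K9 monomethylation, read after 10 min bead incubation in the dark. Reaction: 20 nM G9a, 500 nM biotin-H3K9 peptide, 20 uM SAM cofactor, 2 h, room temperature, following 15 min enzyme-compound preincubation.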
POLH inh = DNA polymerase eta (human) inhibition; Q9Y253; recombinant Pol eta, fluorescent DNA replication assay; Potency, µM (series often up to 114 µM), for inactives: top-dose activity change, negative = inhibition, actives largely listed as inhibitors; 1.2% of 390,000 active; note: potency is the fitted concentration of half-maximal effect; % is set by controls: 0 for no effect and ±100 for the full control effect
Target sequence (Q9Y253 whole entry, looked up): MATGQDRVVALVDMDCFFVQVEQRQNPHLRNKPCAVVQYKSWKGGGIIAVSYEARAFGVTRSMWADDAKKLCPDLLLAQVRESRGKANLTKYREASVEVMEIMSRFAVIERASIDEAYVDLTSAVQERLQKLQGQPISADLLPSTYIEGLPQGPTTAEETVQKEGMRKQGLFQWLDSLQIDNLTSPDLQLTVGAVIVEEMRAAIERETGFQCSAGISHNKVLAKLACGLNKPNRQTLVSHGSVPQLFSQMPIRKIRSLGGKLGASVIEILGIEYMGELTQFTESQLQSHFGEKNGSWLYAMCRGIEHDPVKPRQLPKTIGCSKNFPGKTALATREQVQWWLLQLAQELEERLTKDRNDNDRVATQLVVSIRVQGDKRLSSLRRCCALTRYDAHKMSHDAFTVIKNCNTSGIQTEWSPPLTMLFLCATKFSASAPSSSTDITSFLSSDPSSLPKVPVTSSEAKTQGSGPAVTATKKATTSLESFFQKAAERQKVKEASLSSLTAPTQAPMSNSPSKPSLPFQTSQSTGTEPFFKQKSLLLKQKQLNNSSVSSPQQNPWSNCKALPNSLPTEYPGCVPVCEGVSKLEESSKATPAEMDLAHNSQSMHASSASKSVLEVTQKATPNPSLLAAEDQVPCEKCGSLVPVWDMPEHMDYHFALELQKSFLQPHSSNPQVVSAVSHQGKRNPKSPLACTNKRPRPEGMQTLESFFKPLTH
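Pol eta at 10 nM preincubated with compounds 15 min at room temperature; reaction started with fluorescent substrate (50 nM final) and read kinetically at 0 and 10 min.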
An asterisk follows results filed as active; i = inactive; ? = inconclusive; / = no result given; [ ] = another dose, or the depositor's remark. Unless noted, calls come from the whole dose curve; as a rule, active = well fitted curve in the direction sought with a large enough effect; inconclusive = small, poorly fitted or top-dose-only effect, or another doubt; inactive = no such curve, though single readings can be large; an effect the other way counts as inactive or inconclusive. A portion of the library; count on the stated rates, not on these rows.

Order of results: PI4K2A block, JMJD2A Tudor, Tb PGK inh, GLS inh, HP1b chromo inh, G9a inh, Pin1 inh, POLH inh, BAZ2B inh
CC1CCCN(C(=O)COC(=O)CNS(=O)(=O)c2ccc3ccccc3c2)C1 (stereo not drawn)
    -2, -13%, i, -1%, 6%, 7.1µM*, 0%, -6%, -13%
Cc1ccc(Nc2ncnc3c2cnn3-c2ccccc2)c(C)c1
    -2, -20%, -9%, -7%, 24%, 0%[59 µM], -21%, ?, -1%
CCOC(=O)N1C(=O)[C@@](c2ccc(Cl)cc2)(C(C)C)N1C(=O)OCC
    6, 40%[activator], -6%, 0%, 82%[activator], 9%, 0%, -8%, -10%
C[C@@H]1ON(C)[C@H]2C[C@H]3c4cc(N5CCOCC5)ccc4CCN3C(=O)[C@@H]12
    2, -17%, -7%, 13%, 33%, /, -9%, -10%, /
O=C(Nc1nnc(SCC(=O)N2CCCc3ccccc32)s1)c1cccc2ccccc12
    -3, -25%, -3%, 14%, 8%, -39%[59 µM], 0%, -11%, -6%
CCN(CC)S(=O)(=O)c1ccc(/C=C/C(=O)Nc2ccc(Br)cc2F)cc1
    2, -18%, -4%, 4%, 8%, -9%[59 µM], 3%, -19%, -17%
CN1CCN(C(=S)NC(CC(=O)c2ccccc2)c2ccccc2)CC1 (stereo not drawn)
    5, -9%, -9%, 6%, 38%, 4%, -1%, -16%, -14%
CC1(C)CC(NC(=O)C2CCN(S(=O)(=O)c3ccc(Cl)c(C(F)(F)F)c3)CC2)CC(C)(C)N1
    -2, -6%, -3%, -1%, 20%, /, 0%, 1%, /
COc1ccccc1NC(=O)Cn1c(SCC(=O)Nc2ccc(F)cc2)nc2ccccc21
    -1, 2%, i, 0%, 27%, 10%[12.7 µM], -3%, -2%, -3%
O=C1/C(=C/c2ccco2)CCc2ccccc21
    -54*, -35%, ?, 1%, ?, 10µM*, -6%, -21%, 40µM*

Some of the entries so far, as a markdown table:
| smiles | PI4K2A block | JMJD2A Tudor | Tb PGK inh | GLS inh | HP1b chromo inh | G9a inh | Pin1 inh | POLH inh | BAZ2B inh |
| --- | --- | --- | --- | --- | --- | --- | --- | --- | --- |
| CCOC(=O)N1C(=O)[C@@](c2ccc(Cl)cc2)(C(C)C)N1C(=O)OCC | 6 | 40%[activator] | -6% | 0% | 82%[activator] | 9% | 0% | -8% | -10% |
| CN1CCN(C(=S)NC(CC(=O)c2ccccc2)c2ccccc2)CC1 (stereo not drawn) | 5 | -9% | -9% | 6% | 38% | 4% | -1% | -16% | -14% |

Next part:
Order of results: PI4K2A block, JMJD2A Tudor, Tb PGK inh, GLS inh, HP1b chromo inh, G9a inh, Pin1 inh, POLH inh, BAZ2B inh
CCc1nnc(NS(=O)(=O)c2ccc(NCc3cc(Br)ccc3O)cc2)s1
    -5, -21%, -4%, 39%[activator], 13%, /, ?, -4%, -23%
CCOC(=O)c1[nH]c(C)c(CCC(=O)Nc2cc(Cl)c(OC)cc2OC)c1C
    1, -35%, 7%, -14%, 0%[57 µM], -27%[59 µM], ?, -12%, -11%
Cn1cc(C=CC(=O)O)c2nccnc21
    8, /, -4%, -2%, /, /, /, -1%, /
COc1cc2c(-c3ccc(O)cc3)nc3c(c(C)nn3-c3ccccc3)c2cc1OC
    -7, ?, -12%, ?, 26%, -6%[59 µM], ?, ?, ?
Cc1ccccc1OCc1nc2c3cnn(-c4cccc(F)c4)c3ncn2n1
    -4, 1%, /, 6%, 34%, -4%[59 µM], -1%, /, 0%
CN(C)C(=O)c1ccc(NC(=O)Cn2nc(-c3ccccc3)c3ccccc3c2=O)cc1
    1, 4%, 3%, 1%, 27%, 7%[59 µM], 11%, -7%, 5%
C=CCc1cccc2cc(C(=O)NC(C)(C)C)c(=O)oc12
    4, -8%[11.4 µM], 7%, 4%, -4%, -28%[59 µM], -6%, -16%, 0%
Cc1cccc(CC2CC(=O)N(c3ccc(C)cc3Br)C2=O)c1 (stereo not drawn)
    3, 3%, i, -8%, 32%, 47%, -6%, 4%, 6%
CCCCc1cc(=O)oc2cc(O)cc(O)c12
    4, -14%, -9%, 18%, -10%, -2%, -1%, -6%, 2%
Cc1ccc(N2CCN(S(=O)(=O)c3c(C)noc3C)CC2C)cc1 (stereo not drawn)
    1, -26%, 10%, 10%, 21%, 0%, -2%, 0%, -19%
COC(=O)CCCC1=CC2=CC(=O)C(C)(OC(=O)CCc3ccccc3)C(=O)C2=CO1 (stereo not drawn)
    -20, 79µM*, -11%, -19%, -22%, -36%[59 µM], ?, ?, 56µM*
Cc1c(Cc2ccccc2)sc(NC(=O)Cc2ccccc2)c1C(N)=O
    -3, -31%, i, -5%, -52%, /, 9%, -8%, /
COc1ccc(-c2c3c(=O)n(C)c(=O)n(C)c3cn2-c2cccc(N)c2)cc1
    -2, ?, -3%, 4%, ?, 11µM*, 1%, -17%, ?
CCCc1cc(=O)[nH]c(SCCOC(=O)c2ccccc2)n1
    0, -2%, 3%, 4%, 24%, 5%[12.7 µM], 5%, -2%, 9%
Cc1cc(NC(=O)C2C3C(=O)N(Cc4ccc(Cl)cc4)C(C(=O)NC4CCCCC4)C34C=CC2(C)O4)no1 (stereo not drawn)
    1, -1%, -3%, 6%, 11%, -9%, 0%, -4%, 1%
Cc1ccc(C(=O)Nc2sc(Cc3ccc4c(c3)OCO4)c(C)c2C(N)=O)cc1
    0, -8%, -8%, 0%, 43%, 50µM*, 16%, -18%, -6%
Cc1cc(C)c(C#N)c(OCc2ccc(Cl)nc2)n1
    -3, 0%, -4%, -6%, 47%[activator], 84%[activator], -4%, -16%, 3%
Cc1nc2ccccc2n1C(=O)c1cc(-c2ccc(Br)cc2)nc2ccccc12
    10, -1%, 0%, 2%, 47%[activator], 4%, 8%, -8%, -5%
O=C(NC1CC1)C1CC(=O)N(c2cccc(Cl)c2)C1 (stereo not drawn)
    6, -3%, i, -7%, 43%[activator], 25µM*, -11%, -9%, -38%
CCCCNCc1cc(Br)c(OCC(=O)NCc2ccccc2)c(OC)c1
    -2, 1%, -1%, 6%, 29%, -47%, 1%, -15%, -18%

4 structures from above, arranged by count of non-hydrogen atoms, largest number first:
Order of results: PI4K2A block, JMJD2A Tudor, Tb PGK inh, GLS inh, HP1b chromo inh, G9a inh, Pin1 inh, POLH inh, BAZ2B inh
CC1(C)CC(NC(=O)C2CCN(S(=O)(=O)c3ccc(Cl)c(C(F)(F)F)c3)CC2)CC(C)(C)N1
    -2, -6%, -3%, -1%, 20%, /, 0%, 1%, /
CCCCNCc1cc(Br)c(OCC(=O)NCc2ccccc2)c(OC)c1
    -2, 1%, -1%, 6%, 29%, -47%, 1%, -15%, -18%
CN1CCN(C(=S)NC(CC(=O)c2ccccc2)c2ccccc2)CC1 (stereo not drawn)
    5, -9%, -9%, 6%, 38%, 4%, -1%, -16%, -14%
O=C1/C(=C/c2ccco2)CCc2ccccc21
    -54*, -35%, ?, 1%, ?, 10µM*, -6%, -21%, 40µM*

Additional compounds follow.
Order of results: PI4K2A block, JMJD2A Tudor, Tb PGK inh, GLS inh, HP1b chromo inh, G9a inh, Pin1 inh, POLH inh, BAZ2B inh
Cc1cccc(NC(=O)CSc2nnc(-c3cc(C)[nH]n3)n2N)c1
    1, 4%, 6%, -2%, 49%[activator], -7%, -1%, -18%, -14%
O=C(Nc1ccn(Cc2ccccc2F)n1)c1ccc(COc2cc(Cl)ccc2Cl)o1
    -6, -29%, -6%, -18%, 13%, 14%, 13%, 2%, 3%[57.1 µM]
N#Cc1c(-c2ccccc2)cc(-c2ccccc2)nc1Br
    -2, 17%, -5%, -4%, 134%[activator], 111%[activator][59 µM], -2%, -17%, 41%[activator]
COc1ccc(CN2C(=NC(=O)C3CC3)SC3CS(=O)(=O)CC32)cc1OC (stereo not drawn)
    -7, -7%, -9%, -7%, 32%, -12%, -8%, -14%, -10%
COC(=O)c1ccc(COc2cc([N+](=O)[O-])cc3cccnc23)cc1
    -6, -22%, i, 5%, 69%[activator], -18%, 15%, -14%, -17%
CCOc1ccc(NC(=S)/C(=C(\[O-])c2ccc(C)c([N+](=O)[O-])c2)[n+]2ccccc2)cc1
    4, -36%, -9%, 0%, -29%, ?, 1%, -24%, ?
COC(=O)c1ccc(COC(=O)CCc2nc(-c3ccccc3)c(-c3ccccc3)o2)cc1
    -8, 15%, -11%, -1%, 53%[activator], 12%, 7%, -17%, 3%
Cc1onc(-c2ccccc2)c1C(=O)OCC(=O)Nc1cccc(Cl)c1
    2, 31%, -3%, 0%, 55%[activator], 34%[59 µM], 6%, -22%, 8%
COc1cccc(/C=C/C(=O)OCC(=O)Nc2nnc(-c3ccccc3)o2)c1OC
    -10, ?, -7%, 5%, 53%[activator], /, 2%, ?, /
O=C1NC(=O)/C(=C/c2ccc(N3CCOCC3)o2)N1
    -4, -10%, -7%, -10%, 15%, /, ?, -2%, -3%
O=C(CSc1nnc(COc2ccccc2Cl)o1)NC(=O)NC1CCCC1
    1, -10%, 7%, 3%, 16%, -2%[59 µM], 1%, -7%, -4%
C/C(=C\C(=O)Nc1nccs1)c1ccccc1
    17, -18%, -6%, 2%, 4%, 4%[59 µM], -1%, -8%, 2%
Cc1nc2ccccc2n1CC(=O)NCCN1CCOCC1
    -5, -5%, -3%, -2%, 30%, -12%[59 µM], -2%, -4%, -6%
Cc1ccc(NC(=O)c2oc3ccccc3c2NC(=O)C23CC4CC(CC(C4)C2)C3)cc1
    -1, -9%, 7%, -11%, 24%, -48%[59 µM], -11%, -23%, ?
COc1ccccc1NC(=O)c1ccc(S(=O)(=O)N2CCC(C)CC2)cc1
    -2, -5%, 0%, 0%, ?, 17%, 18%, 2%, 6%
COc1cc(OC)cc(C(=O)NNC(=O)c2ccccc2Br)c1
    4, 3%, 10%, 24%, 22%, 17%[59 µM], 2%, -12%, -4%

Assay outcomes as filed in PubChem.
